Screens: PubChem, several laboratories
DDE Tn7 FP inh: inhibitors of Tn7 peptide binding to fibrin DD(E), primary screen, biochemical, fluorescence polarization, human fibrin, Tn7 probe; 0.13% of 370,000 active; inhibition, % at 8.3 µM; FP displacement of FITC-Tn7 peptide from fibrin DD(E); 0% = median of compound wells per plate;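 active means inhibition above the mean of compounds falling within the control limits plus 3 SD of them, cut at about 14% in these data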;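 further: 0% = plate median of compound wells and 100% = 10 µM Aha-Tn7 peptide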
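assay system = human clot-derived fibrin DD(E) complex | quantity = Fibrin-DD(E) at 2 µM final | timing = 10 min preincubation, 3 h with tracer, room temperature | signal = fluorescence polarization | measure = percent inhibition | benchmarks = high control wells with 10 µM unlabelled Aha-Tn7 peptide (full inhibition) | replicates = singlicate testing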
proKLK7 act: proKLK7 zymogen activators, primary screen, biochemical, fluorescence intensity; purified proKLK7, EDANS-DABCYL substrate fluorescence; 100% is mature enzyme control, 0% vehicle; AID 652039, 2013; activation, % at 7 µM; 0.9% of 370,000 active;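 active means activation above the mean of all tested compounds plus 3 SD, computed per campaign excluding outliers beyond control limits, cut at about 13% in these data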
Target sequence (P49862 whole entry, looked up): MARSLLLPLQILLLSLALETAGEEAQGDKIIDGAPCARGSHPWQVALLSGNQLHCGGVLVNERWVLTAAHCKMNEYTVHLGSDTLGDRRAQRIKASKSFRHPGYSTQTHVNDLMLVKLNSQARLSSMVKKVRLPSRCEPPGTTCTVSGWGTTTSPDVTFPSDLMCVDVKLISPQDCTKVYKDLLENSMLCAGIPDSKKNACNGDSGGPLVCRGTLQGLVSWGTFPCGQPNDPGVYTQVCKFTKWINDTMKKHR
UHRF1 binding: UHRF1 methylated DNA binding inhibitors, primary screen, counter-screen for MBD2 inhibitor project, biochemical, TR-FRET, human UHRF1, single concentration; 0.75% of 370,000 active; inhibition, % at 4.4 µM; UHRF1 binding to methylated oligo; in the data active means inhibition above about 21%;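 further: UHRF1 SRA domain binding a hemimethylated CpG hairpin DNA probe; 0% = median of test compound wells and 100% = reference inhibitor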
ARFGAP1 inh: inhibitors of rat ARFGAP1 GAP activity, primary screen, biochemical, fluorescence polarization, GDP tracer | Arfgap1-stimulated ARF1 GTP hydrolysis, GDP FP detection | inhibition, % at 16.5 µM | 0.26% of 360,000 active | AID 651572, 2012;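 active means inhibition above a per-plate limit, mean inhibition of low control wells plus 3 SD, cut at about 25% in these data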;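 further: 0% = DMSO wells with enzyme and 100% = wells lacking Arfgap1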
Target sequence (Q62848 1-136 limits assumed): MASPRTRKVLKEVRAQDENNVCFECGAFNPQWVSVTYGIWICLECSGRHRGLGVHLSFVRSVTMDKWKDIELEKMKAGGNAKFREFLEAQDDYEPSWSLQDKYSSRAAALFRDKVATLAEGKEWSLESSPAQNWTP
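Material: truncated rat Arfgap1 GAP domain; Incubation: compound-enzyme preincubation 20 min, reaction 120 min, detection 60 min, 25 °C; Read-out: percent inhibition of Arfgap1-stimulated GTP hydrolysis; Technique: FP, GDP Alexa 633 tracer displaced from anti-GDP antibody, 620/688 nm; Controls: No-Arfgap1 wells (100%) versus DMSO full-reaction wells (0%); Replication: single well per compound.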
PLCb3 inh: human PLC-beta3 inhibitors, primary screen, biochemical, fluorescence. 1-phosphatidylinositol 4,5-bisphosphate phosphodiesterase beta-3 (Homo sapiens), Q01970. Purified PLC-beta3, fluorogenic substrate. inhibition, % at 12.2 µM. 0.18% of 370,000 active. AID 720704, 2013; in the data active means inhibition above about 11%;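 further: 0% = median of compound wells on plate and 100% = full blocker control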
Tn6 DDE FP: inhibitors of Tn6 peptide binding to fibrin DD(E), primary screen, biochemical, fluorescence polarization, human fibrin, Tn6 probe; Fibrinogen beta chain (Homo sapiens), P02675; Fibrin DD(E) TRITC-Tn6 fluorescence polarization displacement; inhibition, % at 8.3 µM; 0.21% of 370,000 active; AID 720509, 2013;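 active means inhibition above a per-campaign cutoff: mean of compounds within control limits plus 3 SD, cut at about 15% in these data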;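 further: 0% = median of all compound wells on the plate and 100% = blocking peptide control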
ASAP1 GAP inh: inhibitors of human ASAP1 ArfGAP activity, primary screen, biochemical, fluorescence polarization. ASAP1-stimulated ARF1 GTP hydrolysis, GDP FP detection. inhibition, % at 16.5 µM. 0.19% of 360,000 active. AID 624377, 2012; in the data active means inhibition above about 25%;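 further: 0% = vehicle with enzyme and substrate and 100% = no enzyme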
Target sequence (Q9ULH1 325-724 limits assumed): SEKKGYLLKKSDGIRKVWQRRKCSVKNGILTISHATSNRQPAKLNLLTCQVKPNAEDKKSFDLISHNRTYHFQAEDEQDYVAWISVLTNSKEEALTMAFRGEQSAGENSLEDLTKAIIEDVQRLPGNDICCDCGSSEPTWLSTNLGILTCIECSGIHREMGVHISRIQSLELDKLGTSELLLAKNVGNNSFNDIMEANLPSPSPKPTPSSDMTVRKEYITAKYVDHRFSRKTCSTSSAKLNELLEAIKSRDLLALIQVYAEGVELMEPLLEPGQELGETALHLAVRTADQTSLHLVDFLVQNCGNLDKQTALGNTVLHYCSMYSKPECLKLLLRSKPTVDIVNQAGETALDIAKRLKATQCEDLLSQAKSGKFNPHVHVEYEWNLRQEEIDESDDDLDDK
PLCg1 inh: PLC-gamma1 enzyme inhibitors, primary screen, biochemical, fluorescence, purified enzyme. fluorogenic substrate. inhibition, % at 12.2 µM. 0.84% of 370,000 active; in the data active means inhibition above about 9.5%
sPLA2-III inh: human group III sPLA2 inhibitors, primary screen, biochemical, QFRET, BODIPY PC-A2 liposome substrate; Group 3 secretory phospholipase A2 (Homo sapiens), Q9NZ20; QFRET BODIPY PC-A2 liposome hydrolysis, fluorescence; inhibition, % at 12.2 µM; 0.56% of 370,000 active; AID 743126, 2013;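 active means inhibition above mean plus 3 SD of compounds lying within the high and low control bounds, cut at about 19% in these data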;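 further: 0% = median of test compound wells and 100% = no enzyme DMSO wells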
NR1D1 modulator: modulators of Rev-erb alpha DNA binding, primary screen, biochemical, FITC-DNA, fluorescence polarization, uHTS; Nuclear receptor subfamily 1 group D member 1 (Homo sapiens), P20393; Rev-erbα–FITC-DNA binding, 90 min; activity, % at 10 µM; 0.79% of 370,000 active;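 active means activity above about 14%, limit read from the data; passing the limit was not always enough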;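 further: 0% = DMSO wells with 35 nM protein and 100% = DMSO wells with 750 nM protein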
Active calls of the source: *; · = not tested or not shown.

SMILES	DDE Tn7 FP inh	proKLK7 act	UHRF1 binding	ARFGAP1 inh	PLCb3 inh	Tn6 DDE FP	ASAP1 GAP inh	PLCg1 inh	sPLA2-III inh	NR1D1 modulator
FC(F)(F)c1cccc(CNC2c3ccccc3-c3ccccc32)c1	8.4	-0.6	3.3	16.0	-6.5	6.3	1.9	3.9	10.3	1.4
COc1ccc(OCCC(=O)N2CCCCC2)cc1	-5.4	-0.4	3.9	0.5	4.7	8.3	-1.8	5.0	2.2	-5.5
Cn1cccc1Cc1nnc(SCC(=O)N2CCc3ccccc32)n1-c1ccc(F)cc1	-1.7	0.3	1.1	4.4	-1.0	1.0	5.7	1.4	-22.8	-2.2
CCc1nc(SCc2ccccn2)[nH]c(=O)c1C	3.8	-0.5	5.0	1.3	0.5	1.5	-2.5	-1.9	-2.2	-3.9
CCCCNC(=O)C1(C)CCC(=O)N1C1CC1 (stereo not drawn)	-1.3	-0.1	-0.4	-8.0	-1.1	-2.1	0.9	1.9	2.8	-0.7
COC(=O)c1c(-c2ccc(F)cc2)csc1NC(=O)C1CCCO1 (stereo not drawn)	5.1	-0.1	-1.8	0.0	4.2	3.8	14.0	-1.3	-3.6	5.2
CC(OC(=O)CCC(=O)c1ccc(Cl)s1)C(=O)NC1(C#N)CCCCC1 (stereo not drawn)	1.3	0.3	0.6	-1.2	-4.6	-3.4	1.2	1.8	-2.9	4.0
O=C1CN(C(=O)CNCc2cccc(Cl)c2)c2ccccc2N1	6.8	-0.9	-2.7	1.0	-4.8	6.4	-2.9	3.1	-4.9	4.8
O=C(COC(=O)Cc1ccccc1[N+](=O)[O-])NCc1ccc(F)cc1	0.7	-0.6	2.2	-1.1	1.9	2.7	0.3	2.3	-1.2	-2.5
COc1ccc(-c2cc(C)no2)cc1S(=O)(=O)NCC1CCN(Cc2cc(C)ccc2C)CC1	2.1	0.0	-1.6	6.1	-4.7	-0.7	-8.9	0.8	-26.2	-1.1
CCOC(=O)c1c(-c2ccccc2)csc1NC(=O)C1CCCO1 (stereo not drawn)	-4.7	0.1	1.7	6.4	1.2	-1.0	-3.7	4.0	6.5	2.5
O=C(Cn1cnc2ccccc2c1=O)NC1CCCc2ccccc21 (stereo not drawn)	5.7	0.3	-2.7	-17.8	-4.1	3.5	-18.0	-1.2	2.7	0.3
COC(=O)c1sccc1N/N=C/c1cccc(Oc2ccccc2)c1	-2.2	-3.8	-3.3	1.8	-8.7	-4.2	-1.4	-5.5	4.9	0.1
CCOC(=O)C1=C(C)NC(=O)/C1=C\N(C)C	-0.4	0.6	-3.6	10.8	-3.3	-1.2	8.4	-3.0	1.6	6.3
Cc1ccc2[nH]c(=O)c(C(c3nnnn3C(C)(C)C)N3CCN(C(=O)c4ccco4)CC3)cc2c1 (stereo not drawn)	-0.6	0.3	-2.7	-1.6	-35.4	-4.3	14.0	-25.7	-4.2	-1.4
CS(=O)(=O)N(CCc1ccccc1)CC(=O)N1CCN(c2ccccc2)CC1	1.8	-0.4	-2.1	-7.8	-0.2	-1.6	-2.0	-2.0	-8.6	1.2
CCCCCC(=O)N1C[C@@H](n2cc(COC(=O)c3ccccc3)nn2)[C@H](O)C[C@@H]1c1ccc(OC)cc1	1.9	0.4	-4.2	8.0	1.5	1.1	2.2	-3.9	-10.1	-4.6
Cc1ccc(S(=O)(=O)Nc2ccc(C(=O)NCCCn3ccnc3)cc2)cc1[N+](=O)[O-]	-2.8	0.9	0.6	8.9	-5.1	1.5	-4.4	2.8	-1.1	-7.4
O=C(Nc1ccccc1C(=O)N/N=C/c1ccccc1)c1ccco1	-4.4	0.4	-4.0	-3.1	-9.2	-2.4	2.2	-1.0	1.6	5.9
O=S(=O)(NC1=NCCCCC1)c1ccc2ccccc2c1	-9.7	0.4	0.9	2.1	-0.2	-0.7	2.1	3.9	5.8	1.6
COc1cccc(N(CC(=O)Nc2ccccc2C)S(C)(=O)=O)c1	-2.7	0.3	-2.1	5.5	2.8	3.0	6.4	1.7	4.6	-2.1
CS(=O)(=O)Nc1cccc(C2=NN(C(=O)CCC(=O)O)C(c3cccs3)C2)c1 (stereo not drawn)	-3.1	-1.7	3.9	2.5	-16.8	-3.6	2.4	-1.0	-2.7	3.5
NS(=O)(=O)c1ccc(CNS(=O)(=O)c2cc(C(=O)O)ccc2Cl)cc1	-6.0	-0.2	9.2	10.6	-0.8	-6.5	-8.5	-0.4	-1.3	-3.4
C=CCOc1c(Br)cc(CNn2c(C)n[nH]c2=S)cc1OCC	-0.8	-0.4	-1.1	4.9	-2.4	-3.0	1.9	0.3	17.5	5.1
CC(C)CCNC(=O)Cn1cc2c(n1)CCCCC2	-0.8	0.3	0.1	-6.3	-0.2	5.9	-4.9	-0.5	5.4	0.2
COc1ccc(CCC(=O)NCCS(=O)(=O)N2CCN(c3ccccc3)CC2)cc1	6.2	-0.1	-1.9	12.6	-6.1	0.1	5.7	0.2	3.1	-6.0
COc1ccc(S(=O)(=O)N2CCCC(C(=O)NC3CC3)C2)cc1Cl (stereo not drawn)	-6.2	-0.1	2.2	-2.0	-0.9	-2.3	9.1	1.1	-1.3	1.7
Cc1ccccc1C(=O)N1CCC(C(=O)Nc2ccc(C)c(S(=O)(=O)N3CCCCC3)c2)CC1	2.5	-0.3	-0.4	-10.1	-5.4	-4.3	-2.4	-3.6	-24.5	-7.3
Cc1ccc(OCc2nc(-c3cccs3)no2)c([N+](=O)[O-])c1	-1.9	1.1	-1.1	-2.2	1.4	5.2	-3.1	0.1	-4.8	-0.4
COc1ccc(-c2noc(CCC(=O)NC3CCCCC3)n2)cc1OC	8.4	-0.4	-1.0	2.0	-4.3	-2.0	1.3	3.6	-2.5	-3.6
Cc1ccnc(NC(=O)CCCc2c[nH]c3ccccc23)c1	-1.2	0.0	0.0	1.1	-8.7	7.2	-3.5	0.3	-68.7	0.7
Cc1cccc(N2C(=O)C(Cl)=C(N3CCOCC3)C2=O)c1	3.7	0.1	4.2	5.8	-6.5	1.1	-3.4	-0.8	11.2	-0.9
CC1(C(=O)Nc2ccc3nc[nH]c3c2)CCN1C(=O)C1(c2ccccc2)CC1 (stereo not drawn)	6.0	-0.2	-0.5	-4.7	0.0	5.3	0.2	-1.6	-5.8	0.9
CC(=O)Nc1cccc(C(=O)OCC(=O)Nc2c(C)nn(-c3ccccc3)c2C)c1	6.6	0.0	1.3	0.9	-1.7	3.4	-2.6	1.0	9.0	-13.3
Cc1ccc(C)c(C(=O)CSc2nnnn2C(C)C)c1	6.5	0.1	-2.3	-5.8	1.9	3.2	-2.5	-2.0	-29.6	3.9
Cc1ccc(NC(=O)NC(=O)c2cnccc2C(F)(F)F)c(C)c1	-4.6	0.1	0.4	2.4	1.3	1.2	5.7	2.3	0.2	-3.7
O=C(NCC1CCCO1)C1CCCN1C(=O)Nc1ccccc1[N+](=O)[O-] (stereo not drawn)	3.7	0.5	-2.0	16.3	0.1	-2.9	2.6	-1.8	-0.7	0.8
CCOc1ccc(Br)cc1S(=O)(=O)Nc1ccc(NC(=O)c2ccccc2C)cc1	1.4	-0.1	3.9	3.0	-2.1	-2.2	16.4	-0.1	15.6	-5.8
O=C(CN1C(=O)NC2(CCc3ccccc32)C1=O)c1ccc(F)c(F)c1 (stereo not drawn)	-0.9	-0.2	3.5	1.2	-1.3	-4.5	1.2	0.8	6.2	-0.8
O=S(=O)(NNc1nccc(C(F)(F)F)n1)c1cccc(Cl)c1Cl	4.5	-0.2	3.6	-3.5	-5.0	14.2	-11.8	0.4	57.8*	2.4
CN(C)S(=O)(=O)c1ccc(NC(=O)CN2CCN(c3ccccn3)CC2)cc1	-5.2	0.1	-4.8	-10.3	-3.7	-2.8	0.3	2.4	1.4	-1.4
O=C(NC(=S)Nc1ccccc1N1CCOCC1)c1ccc([N+](=O)[O-])cc1	-0.4	-0.6	3.2	7.7	-2.5	2.5	2.3	2.7	17.2	9.6
CNC(=S)N/N=C/c1ccc2c(c1)OCCO2	5.2	0.0	2.0	10.0	0.5	4.5	3.4	-1.3	7.0	-4.7
COc1ccc(C(=O)OCCN(C)C2CN(Cc3cn(Cc4cccc(F)c4)nn3)S(=O)(=O)C2)cc1OC (stereo not drawn)	1.1	-0.4	9.4	·	-2.9	5.7	·	-3.3	0.4	-0.2
CCn1c(SCc2ccc(C(C)(C)C)cc2)nnc1-c1ccc(C(C)(C)C)cc1	-2.1	0.5	-1.4	·	-0.2	-7.2	·	-0.1	5.1	-1.6
COc1cc2c(cc1OC)CN(CC(=O)Nc1ccccc1C(=O)NC1CC1)CC2	-7.8	0.7	2.0	12.4	-75.2	-4.3	-0.8	-64.6	-13.9	4.1
Cn1ncc2c(Nc3ccccc3Cl)nc(Nc3ccccc3Cl)nc21	-3.7	-1.3	-1.8	11.3	-30.7	-3.6	-1.1	-12.3	-9.1	0.3
COc1ccc(-c2ccc(=O)n(CC(=O)Nc3ccc4c(c3)OCCO4)n2)cc1	-2.7	-1.4	1.4	-2.8	-12.7	6.7	0.6	-11.5	-1.1	17.8*
OCC1OCOC2C(CO)OCOC12 (stereo not drawn)	1.2	-0.3	0.2	-4.0	0.6	0.5	-2.1	2.0	3.4	-1.0

No new results follow: entries from further up.
SMILES	DDE Tn7 FP inh	proKLK7 act	UHRF1 binding	ARFGAP1 inh	PLCb3 inh	Tn6 DDE FP	ASAP1 GAP inh	PLCg1 inh	sPLA2-III inh	NR1D1 modulator
COc1cc2c(cc1OC)CN(CC(=O)Nc1ccccc1C(=O)NC1CC1)CC2	-7.8	0.7	2.0	12.4	-75.2	-4.3	-0.8	-64.6	-13.9	4.1
Cn1ncc2c(Nc3ccccc3Cl)nc(Nc3ccccc3Cl)nc21	-3.7	-1.3	-1.8	11.3	-30.7	-3.6	-1.1	-12.3	-9.1	0.3
COc1ccc(-c2ccc(=O)n(CC(=O)Nc3ccc4c(c3)OCCO4)n2)cc1	-2.7	-1.4	1.4	-2.8	-12.7	6.7	0.6	-11.5	-1.1	17.8*
OCC1OCOC2C(CO)OCOC12 (stereo not drawn)	1.2	-0.3	0.2	-4.0	0.6	0.5	-2.1	2.0	3.4	-1.0
